FEN1 inhibitor – blocks human flap endonuclease 1 | Recombinant FEN1 flap cleavage, fluorescence, 15 min | Potency, µM (top dose mostly 114 µM), for the others: at the top dose activity change, negative = inhibition, actives largely listed as inhibitors | hit rate 0.35% among 390,000; note: nearly all actives have a fitted effect of over 65% in size
Target sequence (P39748 whole entry, looked up): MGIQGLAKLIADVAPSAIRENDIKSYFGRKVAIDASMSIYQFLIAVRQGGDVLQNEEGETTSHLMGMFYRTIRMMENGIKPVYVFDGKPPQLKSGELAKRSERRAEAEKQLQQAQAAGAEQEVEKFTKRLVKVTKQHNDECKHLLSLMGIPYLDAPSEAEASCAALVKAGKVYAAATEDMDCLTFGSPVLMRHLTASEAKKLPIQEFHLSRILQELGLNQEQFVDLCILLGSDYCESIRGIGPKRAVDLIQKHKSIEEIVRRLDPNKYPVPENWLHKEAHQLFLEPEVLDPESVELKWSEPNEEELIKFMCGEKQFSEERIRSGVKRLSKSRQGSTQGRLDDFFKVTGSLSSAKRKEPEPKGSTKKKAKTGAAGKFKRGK
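FEN1 at 10 nM preincubated with compounds 15 min at room temperature, then flap DNA substrate added at 50 nM final. Signal read at 0 and 15 min; concentration-response fitted with four-parameter Hill equation.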
DT40 TDP1 CPT – growth inhibition of DT40 Tdp1-/-;hTDP1 cells with camptothecin (screen for TDP1 inhibitors); chicken DT40 Tdp1-/-;hTDP1 cells + 20 nM CPT, ATP luminescence, 48 h; Potency, µM (series often up to 46.2 µM), without a hit: at the highest dose activity change, negative = growth inhibition, most hits filed as inhibitors; hit rate 12% among 420,000; AID 686979; note: nearly all actives have a fitted effect of over 55% in size
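Chicken DT40 Tdp1-/- cells complemented with human TDP1, 400 cells/well, exposed to compounds plus 20 nM camptothecin for at least 48 h at 37 C; viability read as ATP content by CellTiter-Glo luminescence.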
N370S GC mod – N370S glucocerebrosidase modulation, Gaucher chaperone candidate. P04062. N370S GC spleen homogenate, 4MU-glucoside fluorescence. Potency, µM (top dose mostly 59.4 µM), without a hit: at the top dose activity change, negative = inhibition, usual class: inhibitors. hit rate 0.092% among 330,000;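 note: 0% = full enzyme activity and -100% = no enzyme basal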
* marks the source's active call; other numbers are inactive results; ? = inconclusive; . = not tested or not shown; & = joins results of further samples; [ ] = remark or other dose. Calls come from the whole dose curve; as a rule, active = well fitted curve in the direction sought with a large enough effect; inconclusive = small, poorly fitted or top-dose-only effect, or another doubt; inactive = no such curve, though single readings can be large; an effect the other way counts as inactive or inconclusive. Unless noted, % is set by controls: 0 for no effect and ±100 for the full control effect; potency is the fitted concentration of half-maximal effect.

molecule	N370S GC mod	FEN1 inhibitor	DT40 TDP1 CPT
COc1ccc(C)cc1S(=O)(=O)N1CCN(c2ccccc2)CC1	-3%	-6%	-4%
N[C@H]1CONC1=O	2%	2%	4%
O=C(COC(=O)c1ccc(NS(=O)(=O)c2cccs2)cc1)Nc1nc2c(F)c(F)c(F)cc2s1	7%	-32%	-3%
CC(C)C(=O)Nc1ccc(NC(=O)c2cccs2)cn1	-2%	-13%	-8%
COc1ccccc1CNC(=O)Cc1ccc(OC)c(OC)c1	4%	17%	-1%
CCN(CC)CCn1c(OC)cc(=O)[nH]c1=O	2%	15%	-1%
COc1ccccc1C(CNC(=O)c1ccc(S(=O)(=O)NCc2ccco2)cc1)N(C)C (stereo unspecified)	-5%	2%	43%[activator]
CCN(C(=O)c1c(C)oc2ncn(CC(C)C)c(=O)c12)c1cccc(Cl)c1	.	-6%	?
CN(C)CCCNS(=O)(=O)c1ccc(NC2CCCCCC2)c([N+](=O)[O-])c1	-26%	-6%	2.9µM*
COc1ccccc1OCC(=O)N1CC2(C)CC1CC(C)(C)C2 (stereo unspecified)	-24%	-2%	?
O=C(CN(Cc1ccc(F)cc1)C(=O)CCC(=O)Nc1ccccn1)NCc1ccc(F)cc1	-7%	2%	-17%
COc1cc(/C=C/C(C)=NNc2ccccc2)ccc1O	.	-21%	3.7µM*
COc1ccc(/C=C/C(=O)OCC(=O)Nc2ccc(N3CCOCC3)cc2)cc1	6%	-6%	-21%
COC(=O)c1ccc(Nc2nc(-c3ccc(C)cc3)nc3ccccc23)cc1	.	-28%	13µM*
CCN(CC(=O)Nc1ccc(OC)cc1)C(=O)CSCc1c(C)noc1C	.	5%	-20%
CC(=O)N1CCSc2ccc(S(=O)(=O)N3CCC(C)CC3)cc21	-6%	4%	?
CCOc1ccc(OCCOCCNCCOC)cc1	6%	14%	0%
O=c1c2cn[nH]c2nc(SCc2ccc3c(c2)OCCO3)n1-c1ccccc1	7%	-2%	-23%
Nc1ccc2nc(NC(=O)C3CCCCC3)sc2c1	8%	0%	?
COc1ccc(C(=O)c2c(C)c3ccccc3n2CC(O)CNC(C)C)cc1 (stereo unspecified)	1%	3%	?
NNC(=O)c1cc2c(s1)-c1cc(Cl)ccc1SC2	-12%	-18%	?
Cc1ccc(C2C(C#N)=C(N)SC(N)=C2C#N)c(C)c1	?	-10%	?
FC(F)(F)c1nnc(N2CCN(c3ccc(Cl)cc3)CC2)s1	18%	-3%	0%
Cc1nnc(SCC(=O)Nc2cc(C(F)(F)F)ccc2N2CCOCC2)o1	4%	7%	-28%
CCN(CC)C(=O)C1CCCN(C/C(C)=C/c2ccccc2)C1 (stereo unspecified)	-17%	1%	-15%
CCN(c1ccc(NC(=O)COC(=O)CCc2nc3ccccc3n2-c2ccccc2)cc1)C(C)C	2%	-16%	?
CCOc1cc(C)c(Cl)cc1S(=O)(=O)NCc1ccc2c(c1)OCO2	-3%	-4%	?
O=C(NNC(=S)NC1CC2C=CC1C2)c1ccncc1 (stereo unspecified)	1%	-5%	2%
CCOc1ccccc1NC(=O)CCCc1nc(-c2ccccc2Cl)no1	.	-16%	13µM*
Cc1nc2cc(NC(=O)N3CCN(c4ccccn4)CC3)ccc2o1	-1%	0%	-25%
Cc1nc(NC(C)C)c2oc3ccccc3c2n1	-4%	8%	?
CC(C)N1CC(C(=O)Nc2ccc(C#N)cc2)CC1=O (stereo unspecified)	-1%	-12%	-7%
COc1cc(NC(=O)c2csc(-c3ccncc3)n2)cc(C(=O)Nc2cccc(C(F)(F)F)c2)c1	-1%	-30%	8.2µM*
CCOc1ccc(NC(=O)CCc2c(C)nc3c4c(C)cc(C)nc4nn3c2C)cc1	.	2%	8%
COc1ccc(C(=O)Oc2cccnc2)cc1	26%	-1%	-6%
Cc1cc(N2CCCCC2)c(F)cc1[N+](=O)[O-]	-1%	-25%	-13%

Looked up by structure from the list above, 6 records:
molecule	N370S GC mod	FEN1 inhibitor	DT40 TDP1 CPT
FC(F)(F)c1nnc(N2CCN(c3ccc(Cl)cc3)CC2)s1	18%	-3%	0%
CCOc1ccc(OCCOCCNCCOC)cc1	6%	14%	0%
Cc1nc2cc(NC(=O)N3CCN(c4ccccn4)CC3)ccc2o1	-1%	0%	-25%
NNC(=O)c1cc2c(s1)-c1cc(Cl)ccc1SC2	-12%	-18%	?
CCN(c1ccc(NC(=O)COC(=O)CCc2nc3ccccc3n2-c2ccccc2)cc1)C(C)C	2%	-16%	?
CCN(CC)CCn1c(OC)cc(=O)[nH]c1=O	2%	15%	-1%

(continued)
molecule	N370S GC mod	FEN1 inhibitor	DT40 TDP1 CPT
CS(=O)(=O)N(CC(=O)NN=C1CCCCCC1)c1ccc(Oc2ccccc2)cc1	-2%	4%	1%
COCCN(C(=O)CSc1nnc(-c2ccncc2)n1C)c1c(N)n(CC(C)C)c(=O)[nH]c1=O	.	-12%	-1%
COC(=O)C(C)Sc1n[nH]c(=S)s1 (stereo unspecified)	6%	9%	-2%
CCCCn1c(N)c(N(CCOC)C(=O)c2ccc3c(c2)C(=O)N(c2cc(C)ccc2C)C3=O)c(=O)[nH]c1=O	-9%	20%	-13%
COc1ccc2nc3ccccc3nc2c1NC(=O)c1ccc(Cl)cc1Cl	3%	-7%	-16%
Cc1cc(C)c2c(c1)[C@@H]1C=CC[C@@H]1[C@H](c1ccc(S(=O)(=O)N3CCOCC3)cc1)N2	7%	-10%	16µM*
Cc1ccccc1CN1CCN(S(C)(=O)=O)CC1	15%	-5%	0%
O=C(Nc1ccncc1)c1cc(-c2cccc(Br)c2)nc2ccccc12	-26%	-15%	?
CCN1C(=O)/C(=C/c2ccc(C)o2)N(C)C1=S	3%	0%	-4%
Cc1ccc(S(=O)(=O)Oc2ccc(C(c3c(C)[nH][nH]c3=O)c3c(C)[nH][nH]c3=O)cc2)cc1	9%	-5%	-3%
Cc1ccc2c(c1)NC(=O)C(CC(=O)Nc1ccc(Br)c(C)c1)O2 (stereo unspecified)	-3%	18%	-4%
COc1ccccc1C(=O)NCC(=O)OCC(=O)c1cccc2ccccc12	3%	-15%&-19%	?

A portion taken from the entries so far:
molecule	N370S GC mod	FEN1 inhibitor	DT40 TDP1 CPT
COc1ccc(C)cc1S(=O)(=O)N1CCN(c2ccccc2)CC1	-3%	-6%	-4%
N[C@H]1CONC1=O	2%	2%	4%

New compounds follow:
molecule	N370S GC mod	FEN1 inhibitor	DT40 TDP1 CPT
CC(=O)N1c2ccc(S(=O)(=O)N3CCCC3C(=O)NCc3ccccc3Cl)cc2CC1C (stereo unspecified)	-22%	-6%	?
Cc1ccc(C(=O)N(CC(=O)NC2CCCC2)Cc2cccs2)s1	6%	-4%	?
CCOc1ccc(C(=O)CSc2nc3cc(C(=O)NC4CCCC4)ccc3c(=O)n2CC2CCCO2)cc1 (stereo unspecified)	.	4%	0%
COc1cc2c(C(=O)c3ccccc3)c3c4c(cc(OC)c(OC)c4c2cc1OC)CCN3C	-4%	.	1%
Cc1ccc(/C=C2\SC(=S)N(CCCC(=O)Nc3cccnc3)C2=O)cc1	-14%	-4%	?
O=C(CNC(=S)N(Cc1ccccc1)Cc1cccnc1)NCCc1ccccc1	?	-4%	-28%
CC(C)C(=O)c1cn(CC(=O)NCc2ccco2)c2ccccc12	3%	-2%	?
CC(=O)c1c(C)[nH]c(C(=O)CN2C(=O)NC(C)(C)C2=O)c1C	-12%	1%	-14%
COCCn1c(COc2cccc(OC)c2)nnc1SCC(=O)NC1CCCC1	-4%	0%	0%
CCSc1nnc2c(n1)OC=Nc1ccc(Br)cc1-2	4%	7%	-11%
CCOc1ccc(NC(=O)[C@@H](c2ccccc2)N2Cc3ccccc3C2=O)cc1	.	-27%	-8%
CSc1ccccc1NC(=O)COc1ccc(S(=O)(=O)N2CCCC2)cc1	11%	-3%	?
CCc1ccc2oc(C(=O)Nc3nonc3CC)c(C)c2c1	0%	-6%&-2%	?
COc1ccc2c(c1)CCc1cc(C(=O)O)sc1-2	?	-18%	-3%
Cc1cc(N2CCN(c3ccccn3)CC2)n2c(nc3ccccc32)c1C#N	8%	-4%	?
O=C1C(=O)N(Cc2ccncc2)C(c2ccccc2F)/C1=C(\O)c1ccc2c(c1)OCCO2 (stereo unspecified)	-3%	10%	-15%
CCN1CCN(c2nc(-c3ccccn3)nc3ccccc23)CC1	15%	-17%	?
COc1ccc(C(O)(C(C)C)C(CN2CCOCC2)c2ccccc2)cc1 (stereo unspecified)	-5%	-12%	?
Cc1cc(Cl)c(S(=O)(=O)NCC2CCCO2)cc1OCC(N)=O (stereo unspecified)	6%	0%	-10%
COC(=O)Nc1ccc(OCc2ccccc2)cc1	8%	8%	-27%
COc1ccc(CS(=O)(=O)CC(C)(O)c2ccc(Cl)cc2)cc1 (stereo unspecified)	0%	10%	-27%
CCC(=O)N1CCN(c2ccc(NC(=O)c3ccco3)cc2)CC1	-4%	1%	8%
O=c1c2cc(Cl)ccc2[nH]c(=S)n1Cc1cccs1	10%	1%	-1%
COC(=O)c1cccc(-n2cnnn2)c1	6%	-4%	-9%
CC(C)c1ccc(NC(=O)c2ccc(F)c(S(=O)(=O)N3CCc4ccccc43)c2)cc1	.	6%	5.2µM*
COC(=O)n1c(=O)oc2cc(S(=O)(=O)N3CCCCC3)ccc21	-2%	-16%	-22%
O=S(=O)(CC(O)(c1ccccc1)c1ccccc1)CC(O)(c1ccccc1)c1ccccc1	.	-12%	2%
NC(=O)C1CC12c1ccccc1-c1ccccc12 (stereo unspecified)	-9%	-3%	15%
O=C(NC(=S)NNC(=O)c1ccc(Cl)cc1Cl)c1cccnc1	-1%	-3%	?
CCSc1ncc(Cl)c(C(=O)Nc2sc3c(c2C(=O)OC)CCCC3)n1	.	14%	0%
O=C(CN1C(=O)NC2(CCCC2)C1=O)N1CCN(S(=O)(=O)c2cccc(F)c2)CC1	-3%	-1%	-4%
COc1ccc(OC)c(NC(=S)NCC(c2cccnc2)N2CCOCC2)c1 (stereo unspecified)	-4%	-3%	-34%
COc1ccc(S(=O)(=O)c2cn(C)c3cc(N4CCCCC4)c(F)cc3c2=O)cc1	.	17%	?
O=C(COC(=O)c1ccc(Cl)nc1)NCCc1ccc(F)cc1	.	19%	8%
COc1ccc(C(=O)N/N=C/c2ccc3cccc(O)c3n2)cc1	27%	?	?
COc1ccc(Nc2nc(CC(C)=O)ns2)cc1OC	4%	-4%	-10%
CC(=O)Nc1ccc(NC(=O)C(NS(=O)(=O)c2ccc(Br)s2)c2ccccc2)cc1 (stereo unspecified)	.	-17%	?
CN1C(=O)C(C)(C)c2cc(S(=O)(=O)N(C)Cc3ccccc3)ccc21	-21%	-6%	0%
CCc1cccc2c(C(=O)C(NC(C)CC)c3ccccc3)c[nH]c12 (stereo unspecified)	-14%	-11%	?
O=C(CN1CCCCCC1)NCC1CCCO1 (stereo unspecified)	-8%	-2%	-19%
CC1=NN(C(=O)c2c(Br)c(C)nn2C)C(O)(C(F)(F)F)C1 (stereo unspecified)	2%	-1%	1.2µM*
C=CCNCCCCOc1ccccc1-c1ccccc1	18%	0%	?
c1ccc2c(c1)nc(N1CCOCC1)c1c3ccccc3[nH]c21	7%	-23%	?
Cn1c(=O)c2c(nc(Br)n2CCSc2ncccn2)n(C)c1=O	5%	-15%	-16%
CC12CC(NC(=O)N1Cc1ccccc1)c1ccccc1O2 (stereo unspecified)	9%	-1%	?
Cc1cccc(NC(=O)c2cc3c(C)nn(-c4ccccc4)c3s2)c1	.	-18%	?
COc1ccc(C2CC(=O)N(c3ccccc3)C3=C2C(=O)CCC3)cc1 (stereo unspecified)	3%	-7%	5%

Source: PubChem BioAssay (National Center for Advancing Translational Sciences (NCATS))

Not all compounds are listed; the hit share may differ from the screen's.
